Screening results deposited in PubChem by National Center for Advancing Translational Sciences (NCATS).
FEN1 inh – qHTS Assay for the Inhibitors of Human Flap endonuclease 1 (FEN1) | P39748 | Recombinant FEN1 flap cleavage, fluorescence, 15 min | Potency, µM (series often up to 114 µM), for inactives: at the highest dose activity change, negative = inhibition, actives largely listed as inhibitors | hit rate 0.35% among 390,000; also: nearly all actives have a fitted effect of over 65% in size
Target sequence (P39748 whole entry, looked up): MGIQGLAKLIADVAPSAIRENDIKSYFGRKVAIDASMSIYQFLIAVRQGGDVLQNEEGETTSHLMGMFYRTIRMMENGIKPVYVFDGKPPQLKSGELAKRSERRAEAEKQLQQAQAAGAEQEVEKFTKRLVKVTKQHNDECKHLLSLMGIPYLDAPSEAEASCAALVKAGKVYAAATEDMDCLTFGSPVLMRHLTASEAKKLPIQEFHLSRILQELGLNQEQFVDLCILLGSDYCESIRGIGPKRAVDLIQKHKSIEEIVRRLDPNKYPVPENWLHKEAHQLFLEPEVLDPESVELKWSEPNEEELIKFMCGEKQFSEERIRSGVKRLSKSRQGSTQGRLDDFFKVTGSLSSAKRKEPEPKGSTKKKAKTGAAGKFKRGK
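FEN1 at 10 nM, compound pretreatment for 15 min (room temperature), 50 nM final substrate to initiate; endpoint reads at 0 and 15 min; DMSO-only plates used as vehicle background.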
TDP1 inh – qHTS Assay for Inhibitors of Tyrosyl-DNA Phosphodiesterase (TDP1); Tyrosyl-DNA phosphodiesterase 1 (Homo sapiens), Q9NUW8; recombinant TDP1, AlphaScreen DNA substrate cleavage; Potency, µM (series often up to 130 µM), for the others: at the top dose activity change, negative = inhibition, actives largely listed as inhibitors; hit rate 0.28% among 350,000; also: nearly all actives have a fitted effect of over 40% in size
Target sequence (Q9NUW8 whole entry, looked up): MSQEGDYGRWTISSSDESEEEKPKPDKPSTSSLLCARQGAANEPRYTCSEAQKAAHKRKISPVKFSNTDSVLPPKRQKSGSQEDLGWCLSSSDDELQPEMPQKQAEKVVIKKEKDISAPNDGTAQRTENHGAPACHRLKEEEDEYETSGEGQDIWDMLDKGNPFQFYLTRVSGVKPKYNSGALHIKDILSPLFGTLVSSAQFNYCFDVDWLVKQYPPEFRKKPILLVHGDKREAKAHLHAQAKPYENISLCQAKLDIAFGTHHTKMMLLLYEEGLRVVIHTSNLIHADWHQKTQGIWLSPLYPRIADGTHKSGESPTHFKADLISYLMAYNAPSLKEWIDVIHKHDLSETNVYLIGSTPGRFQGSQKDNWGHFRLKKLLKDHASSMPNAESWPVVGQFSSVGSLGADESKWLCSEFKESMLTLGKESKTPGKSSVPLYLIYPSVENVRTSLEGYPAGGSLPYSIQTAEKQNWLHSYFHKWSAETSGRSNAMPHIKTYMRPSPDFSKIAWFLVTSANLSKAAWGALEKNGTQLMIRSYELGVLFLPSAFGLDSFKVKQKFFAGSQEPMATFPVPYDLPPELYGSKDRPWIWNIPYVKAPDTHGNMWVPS
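Enzyme-compound mixtures sat 15 min at room temperature, followed by a 5 min reaction with 15 nM final substrate and 10 min with AlphaScreen beads. Recombinant human Tdp1 was used at 1 nM final.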
N370S GC – qHTS Assay for Inhibitors and Activators of N370S glucocerebrosidase as a Potential Chaperone Treatment of Gaucher Disease; Lysosomal acid glucosylceramidase (Homo sapiens), P04062; N370S GC spleen homogenate, 4MU-glucoside fluorescence; Potency, µM (doses to about 59.4 µM), without a hit: at the top dose activity change, negative = inhibition, usual class: inhibitors; hit rate 0.092% among 330,000;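 also: 0% = full enzyme activity and -100% = no enzyme basal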
* = called active by the depositor; ? = inconclusive; / = not tested or not shown; & = joins results of further samples; [ ] = dose if it differs, or a comment. Calls follow the shape of the dose curve; as a rule, active = well fitted curve in the direction sought with a large enough effect; inconclusive = small, poorly fitted or top-dose-only effect, or another doubt; inactive = no such curve, though single readings can be large; an effect the other way counts as inactive or inconclusive. Unless noted, % is scaled to controls: 0 for no effect and ±100 for the full control effect; potency is read from the fitted curve at half-maximal effect. The order is random. About 0.53% of those tested had a hit in this group.

FEN1 inh | TDP1 inh | N370S GC | compound
-16% | / | -4% | O=C1NC(=O)c2cc(NC(=O)c3cccc4ccccc34)ccc21
-11% | -14% | 6% | CC(C)C1Nc2ccc(C(=O)NCc3ccco3)cc2NC1=O (stereo not given)
-11% | / | 3% | Cc1ccc(CN2CCC(=O)N2)cc1
2% | / | -2% | COc1ccc(C(C(=O)NC2CCCC2)N(CCO)C(=O)Cn2nnc(-c3ccc(C)o3)n2)cc1 (stereo not given)
2% | 4% | / | CCCCc1nn2c(=O)cc(COC(=O)c3ccccc3NC(=O)c3cccs3)nc2s1
4% | -4% | 1% | CC(C)(C)c1ccc(COC(=O)CNC(=O)CNC(=O)Cc2ccccc2)cc1
-5% | 5% | ? | O=c1c2ccccc2nc(SCc2ccc([N+](=O)[O-])cc2)n1-c1ccccc1
-2% | -2% | 3% | Cc1nn(C)cc1CNC(=O)c1ccc(F)cc1
-4% | 2% | / | O=C(COC(=O)c1ccc2ncsc2c1)NCc1ccc(F)cc1
-6% | 0% | -15% | O=C(NCCc1ccccc1)C1CCN(S(=O)(=O)N2CCCCC2)CC1
-12% | 3% | -27% | CC(=O)NC(CCCN1C(=O)c2ccccc2C1=O)c1nnn(C)n1 (stereo not given)
/ | 7% | -15% | Nc1ncnc2c1nc(N1CCCCC1)n2[C@@H]1O[C@@H]2COP(=O)(O)O[C@H]2[C@H]1O
-2% | -1% | -2% | CCOC(=O)c1c(C)[nH]c(C(=O)COC(=O)CCC2CCCC2)c1C
-5% | -2% | -1% | COc1cc(C(=O)NC2CC3CCCC(C2)N3C2CC2)cc(OC)c1OC (stereo not given)
-17% | / | ? | Cc1ccc(CC(=O)N2CCN(c3ccc([N+](=O)[O-])cc3)CC2)cc1
1% | 2% | -6% | O=C1CC(N2CCN(c3ccc(O)cc3)CC2)C(=O)N1Cc1cccs1 (stereo not given)
-5% | 6% | -2% | CCOC(=O)CCNCc1ccc(OC)c(OC)c1
13% | 5% | -26%[2.35 µM] | CC1CCN(S(=O)(=O)c2ccc(NC(=O)Cn3nnc(-c4ccccc4)n3)cc2)CC1
-8% | 0% | -16% | NS(=O)(=O)c1cccc(NC(=O)CCSc2ccccc2Cl)c1
9% | -1% | / | CC1=C(C(=O)Nc2ccc(F)cc2F)C2(CCCCCC2)OC1=O
-2% | -2% | 7% | O=C1C=C(NCCN2CCOCC2)CC(c2ccccc2)C1 (stereo not given)
-2% | 3% | 27% | S=c1[nH]nc(-c2cc(-c3ccsc3)n[nH]2)n1-c1ccccc1
14% | / | -8% | COc1cc2c(c(OC)c1OC)-c1ccc(OC)c(=O)cc1[C@@H](N(C)CC#CCO)CC2
45%[activator] | 0% | -6% | O=C(c1ccc2c(c1)OCO2)N1CCCC(c2ccccc2)C1 (stereo not given)
4% | 7% | 19% | CC(C(=O)NCc1ccco1)n1ccc2cc(S(=O)(=O)N3CCCC3)ccc21 (stereo not given)
? | 9% | 2% | COc1ccc(CC(=O)Oc2ccc(C)cc2Br)cc1OC
0% | / | -2% | CSc1nnc2c3cc(F)ccc3n(C)c2n1
-1% | / | 1% | COc1ccc(CNC(=O)c2cncc(Br)c2)cc1
9% | -1% | 0% | COc1ccc(C(=O)Nc2ccc(S(=O)(=O)NC(C)C)cc2)cc1
15% | 1% | -9% | O=C1Nc2ccc(Br)cc2C1Cc1ccccc1F (stereo not given)
11% | -1% | 5% | CSC(=S)N(C)C1CCS(=O)(=O)C1 (stereo not given)
-2% | -5% | / | COc1ccc(CCNC(=O)c2ccc(Cn3c(=O)c4cccn4c4cccnc43)cc2)cc1OC
6% | 1% | -6% | Cc1ccc(-c2cc(C(=O)NCCCN3CCOCC3)no2)cc1
6% | 11% | ? | CCOC(=O)c1c(C=O)c(C)n(Cc2ccc(C)cc2)c1C
-10% | 0% | / | CCOc1ccc2oc(=O)cc(CN3CCN(c4cc(C)ccc4C)CC3)c2c1
0% | -1% | 9% | FC(F)(F)c1nnc2c(Sc3ccc(Cl)cc3)nc3ccccc3n12
5% | / | 1% | O=C(Cn1cnc2ccccc21)Nc1ccccc1-c1ccccc1
/ | -1%[21 µM] | 9%[12.8 µM] | CCN1C(=O)[C@H]2[C@H]3[C@H](O)[C@H](O)C/C(=N/O[C@@H](C)c4cn([C@H]5COC[C@H]5O)nn4)[C@@H]3CC[C@@H]2C1=O
-6% | 8% | -10%&27% | O=c1cc(-c2ccccc2)oc2ccccc12
-13% | 6% | 12% | CCC(C(=O)NCc1ccccc1OC)c1ccccc1 (stereo not given)
7% | 0% | 6% | C/C(=N/NC(=O)c1ccccc1)C(=O)O
29% | 5% | 9% | COC(=O)c1ccc(C(=O)OC)c(NC(=S)N2CCC(C)CC2)c1
-4% | 0% | -2% | O=c1[nH]c(N2CCOCC2)nc2c1CCCC2
9% | 4% | 2% | Cc1ccc(C(=O)NCc2ccco2)cc1S(=O)(=O)N1CCCC1
-14% | 5% | / | CCOc1ccc(CNC(=O)c2ccc3c(c2)c(C)c(C)n3Cc2ccc(Cl)cc2)cc1
-4% | / | -16% | O=C(NCc1ccccc1Cl)c1ccc(CSc2nc3ccncc3[nH]2)cc1
8% | 0% | -5% | COc1ccc(CCn2ccc(O)c(Cc3ccc(Cl)cc3Cl)c2=O)cc1OC
-14% | 4% | 7% | Cc1cccc(C)c1Nc1nnc(SCC(=O)c2ccc(Br)s2)s1
-2% | 4% | / | COc1ccc(C(=O)Nc2ccccc2C(=O)OCc2cc(=O)n3nc(C4CC4)sc3n2)cc1
13% | -2% | / | O=C(c1cc(-c2ccc(F)cc2)nc2ccccc12)N1CCC1
-20% | 9% | 1% | COC(=O)c1cc(=O)n(Cc2ccc(OC)c(OC)c2)c(=Nc2ccc(F)cc2)s1
12% | / | 4% | CC1CCCC(C)N1/N=C/c1ccccc1F (stereo not given)
1% | / | 1% | COc1cc(C(C)=O)ccc1OCC(O)CN1CCN(c2ccccc2)CC1 (stereo not given)
-2% | 0% | -24% | O=C(CNC(=O)c1ccco1)OCN1C(=O)c2ccccc2C1=O
-2% | 8% | 20% | Cc1cc(C)c2c(-n3cccc3)c(C(=O)NNS(=O)(=O)c3ccccc3)sc2n1
-1% | 7% | / | COc1ccc(CNc2nc3c(c(=O)n(C)c(=O)n3C)n2Cc2ccccc2Cl)cc1
7% | -8% | 0% | CCN(CC)CCCNC(=O)CNC(=O)c1nn(-c2ccc(OC)cc2)c(=O)c2ccccc12
1% | / | 7% | CN(C)C(=O)/C(=C/c1ccc(-c2cccc([N+](=O)[O-])c2)o1)NC(=O)c1ccccc1
13% | / | -3% | Cc1cc([N+](=O)[O-])cc2c1NC(=O)C2(O)N1CCCC(C)C1 (stereo not given)
? | 4% | -16% | COc1cc2cc(CN(CCc3ccccc3C)C(=S)NCCCN(C)C)c(=O)[nH]c2cc1OC

Remaining list, next part.
FEN1 inh | TDP1 inh | N370S GC | compound
-12% | -5% | 3% | OCC(CO)(CO)NC(=S)Nc1cc(Cl)cc(Cl)c1
-3% | 0% | 26% | CC1CCCN(C(=O)c2cc3c(-c4ccc(Cl)cc4)nn(C)c3s2)C1 (stereo not given)
-25% | / | ? | CC(=O)N1CCN(c2ccc(NCc3cccc4ccccc34)cc2)CC1
-13% | 1% | 4% | COc1ncccc1-c1nnn(-c2ccc(Cl)c(Cl)c2)n1
1% | 8% | 2% | O=C(O)/C=C/C(=O)N1CCN(C(=O)/C=C/C(=O)O)CC1
-8% | 3% | 8% | COc1ccccc1CC(=O)Nc1ccc2c(c1)CCC2
/ | 2%&7% | -5%&-11% | COc1ccc(CCN(C)CCCN2CCc3cc(OC)c(OC)cc3CC2=O)cc1OC
1% | 5% | 8% | CCCC(=O)Nc1ccc2c(c1)nc(CN1CCN(C(C)=O)CC1)n2C
-11% | 6% | 10% | CCOC(=O)/C(=C\c1ccccc1)NC(=O)c1ccccc1
-7% | / | 3% | COc1ccc(C(=O)NCCCNC(=O)c2cnccn2)cc1Br
-20% | -2% | 5% | CCOC(=O)c1ccc(NC(=S)NCCC2=CCCCC2)cc1
-6% | -3% | -23% | O=C1N(c2ccccc2)C2CS(=O)(=O)CC2N1c1ccc(Br)cc1 (stereo not given)
-1% | 0% | 1% | CC(C)C(C)NC(=O)CN1C(=O)NC2(CCCCCC2)C1=O (stereo not given)
/ | 4%[21 µM] | 6%[12.8 µM] | CC(C)CO/N=C1/C[C@@H](O)[C@@H](O)[C@@H]2[C@@H]3C(=O)N(C[C@@H]4CCCO4)C(=O)[C@H]3CC[C@H]12
1% | 5% | 10% | COc1cc(CC(=O)Nc2ccc(N3CCOCC3)cc2)cc(OC)c1OC
-12% | 1% | 5% | COc1cccc(C2=NN(C(=O)CCCC(=O)O)C(c3cccs3)C2)c1 (stereo not given)
-6%&16% | -4% | 13% | CCC(CC)C(=O)Nc1nnc(S(=O)(=O)N2CCCCCC2)s1
-8% | -4% | 7% | CCOc1ccc(/C=C/C(=O)c2ccccc2)cc1
14% | 4% | -10% | Cc1cc(Cl)c(S(=O)(=O)Nc2cc(S(=O)(=O)N3CCOCC3)ccc2F)cc1OCC(N)=O
6% | 1% | 24% | Cc1cc(C)n(C(=O)c2ccc(C)c(F)c2F)n1
1% | -1% | 0% | CC(=O)Nc1nonc1-c1nc2ccccc2n1N(C(C)=O)C(C)=O
/ | -5% | -4% | CCN(CC)CCN(C(=O)c1ccc(N2C(=O)CCC2=O)cc1)c1nc2cc3c(cc2s1)OCO3
7% | 5% | -1% | Cc1[nH]c(=O)[nH]c(=O)c1S(=O)(=O)N1CCCC(C(=O)NCc2ccccc2Cl)C1 (stereo not given)
7% | 8% | -16% | O=[N+]([O-])c1ccc(N2CCN(S(=O)(=O)c3ccc(Cl)cc3)CC2)cc1NCc1cccnc1
-10% | 2% | -12% | CN1C(=O)N(C)C2(CC1(C)C)CC(C)(C)N(C)C(=O)N2C
1% | 8% | -9% | CCOc1ncccc1C(=O)OCC(=O)NCc1ccc2c(c1)OCO2
-6% | 0% | 7% | O=C(O)CCc1ccc(-c2ccccc2)n1CC(=O)O
13%&9% | / | -8% | CCCCN1C[C@H](Cc2ccccc2)[C@@H](CC(=O)NCc2ccc(OC)cc2)C1=O
1% | -1% | 19% | CC(C)(C)n1ncc2c(=O)n(CC(=O)Nc3ccccc3)cnc21

Of the compounds above, 12 have a Cl atom:
FEN1 inh | TDP1 inh | N370S GC | compound
-8% | 0% | -16% | NS(=O)(=O)c1cccc(NC(=O)CCSc2ccccc2Cl)c1
0% | -1% | 9% | FC(F)(F)c1nnc2c(Sc3ccc(Cl)cc3)nc3ccccc3n12
-14% | 5% | / | CCOc1ccc(CNC(=O)c2ccc3c(c2)c(C)c(C)n3Cc2ccc(Cl)cc2)cc1
-4% | / | -16% | O=C(NCc1ccccc1Cl)c1ccc(CSc2nc3ccncc3[nH]2)cc1
8% | 0% | -5% | COc1ccc(CCn2ccc(O)c(Cc3ccc(Cl)cc3Cl)c2=O)cc1OC
-1% | 7% | / | COc1ccc(CNc2nc3c(c(=O)n(C)c(=O)n3C)n2Cc2ccccc2Cl)cc1
-12% | -5% | 3% | OCC(CO)(CO)NC(=S)Nc1cc(Cl)cc(Cl)c1
-3% | 0% | 26% | CC1CCCN(C(=O)c2cc3c(-c4ccc(Cl)cc4)nn(C)c3s2)C1 (stereo not given)
-13% | 1% | 4% | COc1ncccc1-c1nnn(-c2ccc(Cl)c(Cl)c2)n1
14% | 4% | -10% | Cc1cc(Cl)c(S(=O)(=O)Nc2cc(S(=O)(=O)N3CCOCC3)ccc2F)cc1OCC(N)=O
7% | 5% | -1% | Cc1[nH]c(=O)[nH]c(=O)c1S(=O)(=O)N1CCCC(C(=O)NCc2ccccc2Cl)C1 (stereo not given)
7% | 8% | -16% | O=[N+]([O-])c1ccc(N2CCN(S(=O)(=O)c3ccc(Cl)cc3)CC2)cc1NCc1cccnc1

Record cards, from the list above.
O=C(O)CCc1ccc(-c2ccccc2)n1CC(=O)O across the screens: FEN1 inh = -6%; TDP1 inh = 0%; N370S GC = 7%
CN1C(=O)N(C)C2(CC1(C)C)CC(C)(C)N(C)C(=O)N2C across the screens: FEN1 inh = -10%; TDP1 inh = 2%; N370S GC = -12%
